# JMJD2A Tudor inh: qHTS Assay for Inhibitors of JMJD2A-Tudor Domain. 390,000 compounds, 4.4% hits. AlphaScreen JMJD2A-Tudor / H3K4me3 peptide binding. Lysine-specific demethylase 4A (Homo sapiens), O75164. AID 504339, 2011. Potency, µM (titrated, usually from 114 µM), for the others: at the top dose activity change, negative = inhibition, hits mostly inhibitors; further: potency means the concentration at half of the fitted maximal effect; on the % scale 0 is the no-effect control and ±100 the full control effect; nearly all actives have a fitted effect of over 50% in size
# ERG-DNA inh: qHTS for Small Molecule Inhibitors of the ERG Ets/DNA interaction; Transcriptional regulator ERG (Homo sapiens), P11308; fluorescence polarization, His-ERG Ets domain / labelled DNA; Potency, µM (series often up to 76.9 µM), for the others: at the highest dose FP activity, negative = inhibition, hits mostly inhibitors; 370,000 compounds, 0.028% hits; active means well fitted inhibition curve with a large enough effect in the polarisation, with a control signal flat; inconclusive means small, poorly fitted or top-dose-only effect, or effect the other way, or a change in a side signal; inactive means no such curve, though single readings can be large or run the other way; the % refers to the polarisation;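 further: polarization taken with two DNA probes labelled with fluorescein and Texas red; potency means the concentration at half of the fitted maximal effect; % of control where 0% means no effect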
#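 His-tagged ERG Ets domain (1 uM in the protein solution; 300mM KCl, 50mM Tris-HCl, 1mM EDTA, 1mM DTT, pH 7.5) received compound, then a probe mix of 5 nM fluorescein-DNA and 100nM Texas-615-DNA. Fluorescence polarization was read for both dyes.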
# PI4K2A inh: qHTS for small molecular inhibitors of PI4K2A | 420,000 compounds, 0.13% hits | purified PI4K2A, ADP-Glo luminescence, 1 h; active compounds read low | Phosphatidylinositol 4-kinase type 2-alpha (Homo sapiens), Q9BTU6 | activity change, negative = inhibition, % at 76.9 µM; in the data active means activity change below about -50%; inconclusive means mostly about -30% to -49%;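 further: -100% = wells without enzyme as full effect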
# Target sequence (Q9BTU6 whole entry, looked up): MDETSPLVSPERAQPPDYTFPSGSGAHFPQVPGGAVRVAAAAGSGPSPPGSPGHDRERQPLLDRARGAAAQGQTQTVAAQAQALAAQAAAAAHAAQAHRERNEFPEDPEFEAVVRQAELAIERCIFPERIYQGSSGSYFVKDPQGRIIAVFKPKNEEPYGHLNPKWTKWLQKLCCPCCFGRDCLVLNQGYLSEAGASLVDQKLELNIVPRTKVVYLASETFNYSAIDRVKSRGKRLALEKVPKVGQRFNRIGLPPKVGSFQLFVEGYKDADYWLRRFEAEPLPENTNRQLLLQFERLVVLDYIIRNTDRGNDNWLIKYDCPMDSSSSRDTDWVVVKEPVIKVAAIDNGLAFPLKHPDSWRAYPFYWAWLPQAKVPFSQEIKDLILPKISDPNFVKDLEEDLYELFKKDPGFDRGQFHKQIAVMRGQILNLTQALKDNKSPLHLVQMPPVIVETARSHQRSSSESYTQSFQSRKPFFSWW
#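 In this quantitative HTS, ADP production by PI4K2A was quantified luminescently after 1 h at ambient temperature; 100 microM adenosine served as plate-quality control.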
# HP1b binding inh: HTS for Inhibitors of HP1-beta Chromodomain Interactions with Methylated Histone Tails. Chromobox protein homolog 1 (Homo sapiens), P83916. AlphaScreen HP1-beta / biotin-H3K9me3 peptide binding. Potency, µM (series often up to 114 µM), inactives show top-dose activity change, negative = inhibition, actives largely listed as inhibitors. 390,000 compounds, 0.56% hits. AID 540317, 2011; further: potency means the concentration at half of the fitted maximal effect; nearly all actives have a fitted effect of over 70% in size; inactives centre near 23
#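 AlphaScreen: HP1-beta (50 nM) preformed 30 min with biotin-H3(1-18)K9me3 peptide (50 nM) in PBS pH 7.4, 0.01% Tween-20. Compound added for 30 min at RT, then streptavidin donor/nickel chelate acceptor beads (10 ug/mL) for 30 min.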
# Tb PGK inh: qHTS Assay to Find Inhibitors of Phosphoglycerate Kinase | Potency, µM (series often up to 57.5 µM), without a hit: at the top dose activity change, negative = inhibition, most hits filed as inhibitors | 380,000 compounds, 0.043% hits | Phosphoglycerate kinase, glycosomal (Trypanosoma brucei brucei), P07378 | PGK/GAPDH coupled, Kinase-Glo luminescence, 60 min; further: potency means the concentration at half of the fitted maximal effect; on the % scale 0 is the no-effect control and ±100 the full control effect; nearly all actives have a fitted effect of over 60% in size
#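 Recombinant glycosomal PGK reaction used 1,3-bisphosphoglycerate generated in-well by GAPDH (100nM final) in 100mM TEA pH 7.6, 5mM MgCl2, 0.01% Tween-20. After 60 minutes at room temperature, ATP was read by Kinase-Glo Plus luminescence end-point.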
# BAZ2B block: qHTS Assay for Inhibitors of BAZ2B; Bromodomain adjacent to zinc finger domain protein 2B (Homo sapiens), Q9UIF8; AlphaScreen BAZ2B-H3K14Ac peptide displacement; Potency, µM (highest dose often 114 µM), inactives show top-dose activity change, negative = inhibition, usual class: inhibitors; 360,000 compounds, 4.4% hits; further: potency means the concentration at half of the fitted maximal effect; on the % scale 0 is the no-effect control and ±100 the full control effect; nearly all actives have a fitted effect of over 60% in size
#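 Inhibition is scored as reduced AlphaScreen emission. The BAZ2B/b-H3(5-23)K14Ac complex (50 nM each) in PBS pH 7.4, 0.01% Tween-20 meets compound (up to 110 uM) for 30 min at RT before bead addition.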
# Pin1 inh: qHTS Assay to Find Inhibitors of Pin1; Peptidyl-prolyl cis-trans isomerase NIMA-interacting 1 (Homo sapiens), Q13526; Pin1 FP peptide displacement, HiFluor488, 10 min; Potency, µM (series often up to 115 µM), inactives show top-dose activity, negative = inhibition, usual class: inhibitors; 390,000 compounds, 0.009% hits; AID 504891, 2011; active means well fitted inhibition curve with a large enough effect in the polarisation, with a control signal flat, not every such curve was filed as active; inconclusive means small, poorly fitted or top-dose-only effect, or effect the other way, or a change in a side signal; inactive means no such curve, though single readings can be large or run the other way; the % refers to the polarisation; further: potency means the concentration at half of the fitted maximal effect; on the % scale 0 is the no-effect control and ±100 the full control effect
# Target sequence (Q13526 whole entry, looked up): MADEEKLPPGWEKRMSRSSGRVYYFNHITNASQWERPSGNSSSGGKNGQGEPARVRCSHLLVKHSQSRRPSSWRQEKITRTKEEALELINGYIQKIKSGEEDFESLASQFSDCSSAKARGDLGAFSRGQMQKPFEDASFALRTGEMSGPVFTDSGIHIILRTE
# GLS inhibitor: qHTS for Inhibitors of Glutaminase (GLS). GLS enzymatic activity, qHTS titration. Potency, µM (top dose mostly 45.5 µM), for the others: at the highest dose activity change, negative = inhibition, actives largely listed as inhibitors. 410,000 compounds, 0.21% hits. AID 624170, 2012; further: potency means the concentration at half of the fitted maximal effect; on the % scale 0 is the no-effect control and ±100 the full control effect
#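 Assay buffer: 45 mM KH2PO4 pH 8.2, 0.02% Tween-20. hKGA acts on L-glutamine (1 mM solution added); product glutamate is reported by an oxidase/peroxidase Amplex Red coupling, with fluorescence taken at baseline and 30 min.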
# G9a inh: qHTS Assay for Inhibitors of Histone Lysine Methyltransferase G9a | Histone-lysine N-methyltransferase EHMT2 (Homo sapiens), Q96KQ7 | G9a H3K9 monomethylation, AlphaScreen, 2 h | Potency, µM (highest dose often 102 µM), for inactives: top-dose activity, negative = inhibition, actives largely listed as inhibitors | 350,000 compounds, 8.8% hits; further: potency means the concentration at half of the fitted maximal effect; on the % scale 0 is the no-effect control and ±100 the full control effect; nearly all actives have a fitted effect of over 75% in size
# Target sequence (Q96KQ7 913-1193 limits assumed): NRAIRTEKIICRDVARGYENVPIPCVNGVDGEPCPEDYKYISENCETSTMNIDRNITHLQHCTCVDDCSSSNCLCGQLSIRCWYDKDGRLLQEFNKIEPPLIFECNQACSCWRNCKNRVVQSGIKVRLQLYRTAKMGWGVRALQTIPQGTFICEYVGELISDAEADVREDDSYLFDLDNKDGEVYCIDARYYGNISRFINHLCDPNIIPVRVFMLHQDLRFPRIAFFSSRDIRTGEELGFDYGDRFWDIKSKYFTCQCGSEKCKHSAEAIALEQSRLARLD
#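 Chemiluminescent proximity detection of H3K9 monomethylation, read after 10 min bead incubation in the dark. Reaction: 20 nM G9a, 500 nM biotin-H3K9 peptide, 20 uM SAM cofactor, 2 h, room temperature, following 15 min enzyme-compound preincubation.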
# * hit, by the source's call; i = inactive; ? = inconclusive; . = not tested or not shown; [ ] = remark or other dose. Unless noted, the call rests on the fitted dose curve; in most records, active means well fitted curve in the direction sought with a large enough effect; inconclusive means small, poorly fitted or top-dose-only effect, or another doubt; inactive means no such curve, though single readings can be large; an effect the other way counts as inactive or inconclusive.
SMILES	JMJD2A Tudor inh	ERG-DNA inh	PI4K2A inh	HP1b binding inh	Tb PGK inh	BAZ2B block	Pin1 inh	GLS inhibitor	G9a inh
Cc1ccc2[nH]c(=O)c(CN(CC3CCCO3)S(=O)(=O)c3cccc4nsnc34)cc2c1 (stereo not drawn)	-12%	0%	-1	28%	-2%	-12%	3%	-1%	-27%[12.7 µM]
O=C(CCC1CCCC1)Nc1cc(Cl)ccc1N1CCOCC1	22%	-6%	5	56%[activator]	8%	13%	-2%	3%	7%[2.33 µM]
O=C(COc1ccccc1)N=C1SC2CS(=O)(=O)CC2N1Cc1ccccc1 (stereo not drawn)	-20%	6%	2	32%	i	-32%	1%	-1%	35%
COc1ccc(Cc2nnc(NC(=O)Nc3ccccc3F)s2)cc1	3%	3%	6	40%[activator]	5%	-2%	2%	0%	4%[0.501 µM]
COC(=O)[C@@H](NC(=O)N1CCC(C)CC1)C(C)C	4%	-14%	5	17%	-3%	4%	-2%	0%	.
Cc1cc2ncc(S(=O)(=O)C(C)(C)C)c(N)n2n1	-11%	-3%	-3	2%	-7%	-11%	0%	5%	13%
COC(=O)c1ccc(-c2cc(C(=O)O)c3cc4c(cc3n2)OCCO4)cc1	-23%	6%	0	22%	i	?	-3%	10%	?
COc1ccc(CN(C(=O)CN2C(=O)c3ccccc3S2(=O)=O)C(C(=O)NCC2CCCO2)c2ccncc2)cc1 (stereo not drawn)	-2%	.	4	30%	-2%	6%	-7%	7%	15%[59 µM]
CC(=O)N(/N=C/c1ccc([N+](=O)[O-])o1)c1nc2ccccc2c(=O)n1-c1ccccc1	-8%	-22%	0	44%[activator]	-1%	-19%	-2%	1%	?
C[N+]1(C2CCC3CCCC2C3O)CCCC1 (stereo not drawn)	-5%	19%	0	10%	i	-30%	0%	2%	?
Cn1cc(CNCc2ccc(-n3cccn3)cc2)c(-c2ccccc2F)n1	-16%	-3%	-1	11%	i	-15%	1%	-3%	32%
COc1cc(NC(=S)N2CCN(C)CC2)c(OC)cc1Cl	1%	-5%	3	12%	0%	-19%	2%	8%	40µM*
CN1OC[C@@H]2CN[C@H](c3cccc(-c4ccccc4)c3)C[C@@H]21	-21%	1%	2	11%	3%	.	-1%	4%	.
CCOC(=O)C1CCCN(C/C(O)=C(\C#N)c2nc(-c3ccc(Cl)cc3)cs2)C1 (stereo not drawn)	-34%	.	-2	-14%	.	?	-1%	31%	8%[59 µM]
C#CC(=O)N(c1ccc(OC)c(OC)c1)C(C(=O)NC1CCCC1)c1cccs1 (stereo not drawn)	-19%	.	-11	17%	0%	11%	-18%	6%	4%[59 µM]
CC(=O)Nn1cc2c(c1-c1ccccc1)c(=O)n(C)c(=O)n2C	-18%	2%	-2	6%	-3%	7%	3%	-7%	?
Cc1ccc(C(=O)Nc2ccc(NC(=O)c3cccs3)cc2)c(C)c1	-11%	12%	1	10%	-9%	-13%	-3%	-3%	-2%
COCCCN(C(=O)C1CCCCC1)c1c(N)n(Cc2ccccc2)c(=O)[nH]c1=O	-14%	-13%	3	14%	-6%	.	?	10%	.
O=C(Cc1ccccc1)N/N=C/C=C/c1cccc([N+](=O)[O-])c1	-8%	-1%	-3	33%	-4%	-27%	1%	7%	81%[activator][59 µM]
Cc1sc(-c2ccccn2)nc1OC(=O)c1ccc(Cl)c(Cl)c1	-4%	-5%	1	19%	-6%	-1%	-3%	-6%	40µM*
CCCNC(=O)C(Cc1ccc(Cl)cc1)NC(=O)c1ccc(C#N)cc1 (stereo not drawn)	-6%	-6%	0	36%	-8%	6%	-7%	2%	9%[2.33 µM]
Cn1c(=O)c(NC(=O)c2ccccc2)c2n(c1=S)CCCCC2	-2%[57.1 µM]	-2%	1	12%	8%	10%	4%	-4%	28%[12.7 µM]
O=C(NCC(=O)N1CC(O)CC1C(=O)N1CCCC1C(=O)OCc1ccccc1)OCc1ccccc1 (stereo not drawn)	-13%	-5%	2	20%	-9%	1%	-6%	0%	2%
COc1ccc(S(=O)(=O)NCCNC(=O)N2CCOCC2)cc1	2%	?	0	32%	-6%	-2%	-2%	1%	30%
CC(C)CN1C(=O)NC2(CCCc3ccccc32)C1=O (stereo not drawn)	-4%	2%	-1	12%	-8%	-6%	21%	-3%	20%
COc1cc(=O)n(C)c2c(OCC3OC(C)(C)OC3(C)C)cccc12 (stereo not drawn)	-30%	22%	-5	4%	5%	-12%	-1%	3%	27%
CC(=O)Nc1ccc(S(=O)(=O)NCC(=O)OCC(=O)NCc2ccco2)cc1	-7%	?	1	23%	-2%	7%	-2%	-8%	?
CCCCCc1c(C)nc(N2CCc3ccccc3C2)[nH]c1=O	6%	3%	5	36%	-2%	9%	-3%	0%	7%[12.7 µM]
COc1ccc2nc(NC(=O)C3CCCN(S(=O)(=O)c4c(C)noc4C)C3)sc2c1 (stereo not drawn)	-15%	-12%	-4	33%	7%	7%	?	-2%	-23%[59 µM]
Cc1ccccc1C(=O)NC(=S)NCc1ccccc1	14%	-8%	-2	76%[activator]	5%	-5%	-1%	3%	13%[0.501 µM]
CCOc1ccc(CCNC(=O)CCc2cn(Cc3ccc(C)cc3)c3ccccc23)cc1	-21%	5%	1	17%	-2%	?	8%	-9%	-31%[59 µM]
Cc1c(S(=O)(=O)Nc2ccc3c(c2)OCCO3)c(=O)n(C)c(=O)n1C	0%	5%	-12	35%	-5%	-2%	1%	13%	?
Cc1ccc(-n2nc3c(=O)n(CC(=O)NC4CCCCCC4)nc(C)c3c2C)cc1	-26%	-3%	3	9%	1%	-3%	-2%	4%	16%
Cc1ccc(S(=O)(=O)N2CCCN(S(=O)(=O)C3CCS(=O)(=O)C3)CC2)cc1 (stereo not drawn)	-16%	4%	-9	12%	-8%	-2%	-11%	6%	-23%[12.7 µM]
O=C(NC1CCCc2ccccc21)N[C@@H](Cc1ccccc1)C(=O)O (stereo partly drawn)	1%	-2%	-3	39%[activator]	6%	7%	-15%	-8%	21%
Cc1ccc(C)c(-c2nnc(NC(=O)c3ccco3)o2)c1	-20%	6%	-2	38%	6%	?	7%	7%	39%[activator]
O=C(NCC(c1ccc(F)cc1)N1CCOCC1)c1cccnc1Sc1ccc(Cl)cc1 (stereo not drawn)	-11%	2%	7	25%	0%	7%	1%	4%	1%[0.501 µM]
O=[N+]([O-])c1ccc(Cc2ccc([N+](=O)[O-])cc2)cc1	-10%	?	-2	-25%	1%	.	-2%	-1%	.
COCCNC(=O)C1CCC(CNS(=O)(=O)c2ccc3c(c2)CC(C)N3C(=O)C2CC2)CC1 (stereo not drawn)	-6%	10%	12	49%[activator]	1%	1%	2%	-6%	10%
Cc1ccc(S(=O)(=O)N2CCN(C(=O)COC(=O)CSc3ccccc3)CC2)c(C)c1	-1%	-2%	0	25%	-6%	10%	4%	-2%	-4%
C/C=C/CSc1nc2c(c(=O)[nH]c(=O)n2C)n1Cc1ccc(C)cc1	-23%	-6%	0	-10%	-9%	4%	4%	-5%	4.5µM*
COc1cccc(N=CNc2cccc(OC)c2)c1	50µM*	16%	1	-20%	-9%	.	5%	-6%	.
Cc1cccc(N2CCN(CC(=O)N(C3CCCC3)C3CCS(=O)(=O)C3)CC2)c1C (stereo not drawn)	-7%	2%	1	28%	6%	6%	4%	0%	-10%[2.33 µM]
CCCCn1c(N)c(N(CC)C(=O)c2ccc3c(c2)S(=O)(=O)c2ccccc2C3=O)c(=O)[nH]c1=O	-18%[57.1 µM]	4%	1	47%[activator]	-6%	-7%	-4%	-1%	-3%[12.7 µM]
CC(=O)N1C(C)(C)CC(=NOS(=O)(=O)c2ccccc2)CC1(C)C	3%	0%	-3	91%[activator]	-7%	-6%	1%	-1%	12%[59 µM]
CCc1ccccc1NC(=O)CCC(=O)OCC(=O)c1ccc(-c2ccccc2)cc1	-8%	-5%	-6	27%	i	-5%	35%[activator]	0%	-9%[59 µM]
Cc1ccc(Cl)cc1NC(=O)CSc1nccn1C	-12%	4%	3	-2%	i	-22%	-4%	-8%	-2%[59 µM]
S=C(NCc1cccc(Cl)c1)NC1CCCCC1	-7%	-9%	3	25%	11%	0%	4%	10%	31%[59 µM]
Cc1nnc(SCC(=O)N(C)CC(=O)Nc2ccccc2Cl)s1	-3%	0%	-15	20%	3%	9%	-2%	3%	50µM*
CCOC(=O)C1(Cc2cccc(Cl)c2)CCCN(CCO)C1 (stereo not drawn)	-14%	-3%	-3	40%[activator]	0%	-9%	3%	-1%	-1%

# Assay outcomes from PubChem BioAssay.
